bCat nuc transl: modulators of beta-catenin nuclear translocation, primary screen, imaging, HeLa cells, immunofluorescence, high-content. nuclear translocation activity, % at 5 µM. 0.3% of 190,000 active. AID 1665, 2009;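 active means nuclear translocation activity above 50% at 5 µM, with a well cell count of 50 or more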;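 further: per-cell ratio of nuclear to cytoplasmic median beta-catenin stain intensity; plate controls were DMSO negative control for no effect and GSK-3 inhibitor IX positive control for full effect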
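System: HeLa cells, endogenous beta-catenin; compound dosing: 5 µM primary single dose, 0.1% DMSO, 0.02–20 µM confirmation series; incubation: 24 h compound exposure at 37°C, 5% CO2; signal: beta-catenin immunofluorescence imaging with DAPI; evaluation: % activation, nuclear-to-cytoplasmic median beta-catenin signal ratio per cell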
Insulin prom up: insulin promoter activators in MIN6 cells, imaging, high-content screening, mouse beta cells. MIN6 insulin promoter-GFP reporter; hits give high values. AID 1625, 2009. z-score at 5 µM. 0.3% of 190,000 active;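 active means z-score above 3 at 5 µM with at least 500 cells counted in the well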
WT yeast gro inh: growth inhibition of WT strain, primary screen, mitochondrial fusion inhibitor project, WT and mutant strains, chemical genetic. mitochondrial fusion phenotypic screen. inhibition, % at 10 µM. 2.1% of 190,000 active; in the data active means inhibition above about 58%; tested in S. cerevisiae
Lipid droplet: inhibitors of hepatocyte lipid droplet formation, primary screen, imaging, high-throughput imaging, BODIPY stain | inhibition, % at 6.5 µM | 0.4% of 240,000 active | AML12 mouse hepatocytes, oleate lipid droplets;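 active means lipid droplet intensity inhibited by at least 50%, with more than 500 cells counted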
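Material – AML12 mouse liver cells · Also added – oleate loading, 100 µM · Compound dosing – 6.5 µM single-point dosing · Times – overnight treatment with compound plus oleate · Measured by – fluorescence imaging, 20x objective, two fields per well · Read-out – percent inhibition of filter-corrected integrated lipid droplet intensity per well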
Dynein cargo inh: inhibitors of GR-EGFP nuclear translocation, primary screen, dynein cargo transport inhibitor project, imaging, high-content, 3617.4 mouse cells. test concentration mostly 20 µM; stimulated with dexamethasone, 1 µM; hits give low values. z-score, hits read low. 0.47% of 220,000 active;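 active means plate z-score of nuclear minus cytoplasmic receptor signal below a set negative limit, without overly bright fluorescence or cell loss, cut at about -3.5 in these data, passing the limit was not always enough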;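 further: z-score of nuclear minus cytoplasmic ring GR-EGFP intensity difference per well; some compounds called inactive have numbers as strong as hits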
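Buffer or medium – tet-free medium with charcoal-stripped serum · Signal – automated 10x imaging of fixed Hoechst-stained cells · Also added – dexamethasone agonist, 1.0 µM final, for 30 min · Incubation – induction 48 h, compound 1 h, agonist 30 min · Read-out – GR-EGFP nuclear translocation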
NOD2 inhibition: NOD2 signaling inhibitors, cell-based, luminescence, uHTS, HEK293 (AID 1566). HEK293 NOD2/NF-kB luciferase reporter, luminescence; higher % means a stronger effect. 0.63% of 290,000 active. inhibition, % at 4 µM; hits with a dose series show EC50 in µM; in the data active means inhibition above about 50%; further: many of its hits are not listed in these tables
Autophagy mod: autophagy modulators in MEF cells, primary screen, imaging, high-content, MEF GFP-LC3. AID 463193, 2010. 0.98% of 190,000 active. calls only at 10 µM (by protocol). MEF GFP-LC3 puncta imaging; test concentration mostly 10 µM;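 active means percentage of spot-positive cells more than 3 SD above its plate mean, without a fluorescence outlier flag or 80% toxicity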;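 further: spot-positive cell cutoff set from DMSO-treated cells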
Yfh1-off respiration: enhancers of respiration in Yfh1-depleted yeast, dose response, Friedreich's ataxia, plus single-dose screen (AID 1465) | S. cerevisiae Yfh1-off respiration, WST-1 reduction, 72 h; higher fold induction means a stronger effect | one-dose fold induction at 50 µM; EC50 in µM for titrated hits | 0.074% of 220,000 active;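 active means fold induction of absorbance versus untreated yeast above a set limit, then at least 30% activation at any dose in follow-up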;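 further: activators that raise dye reduction in frataxin-depleted yeast; strong numbers were not always called active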
MT stabilize HCS: microtubule stabilizers in HeLa cells, primary screen, imaging, high-content imaging; HeLa tubulin immunostaining HCS, 24 h; share of cells brighter than vehicle mean+2SD; % tubulin-high responders, % at 10 µM; 0.83% of 200,000 active; AID 2205, 2009;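 active means plate Z-score above 3 for both tubulin-high and condensed-nucleus cell shares, with cell loss under 80%, at 10 µM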;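 further: anti alpha tubulin signal scored within the nucleus-defined area of each cell; some results filed as inactive read as strong as hits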
WT yeast gro inh mutant strain: also measured in WT yeast gro inh; calls as there; inhibition, %; mitochondrial fusion phenotypic screen, mutant strain inhibition
Dynein cargo inh cytoplasmic EGFP: further read-out of Dynein cargo inh, marked with its call; z-score; measured here: cytoplasmic GR-EGFP intensity; hits give high values
Dynein cargo inh nuclear GR-EGFP: further read-out of Dynein cargo inh, marked with its call; z-score; measured here: nuclear GR-EGFP intensity;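 lower value marks the stronger effect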
Dynein cargo inh cell count: second read-out of Dynein cargo inh, no call of its own (marks repeat the call); z-score; measured here: cell count per field
Insulin prom up cell count: further read-out of Insulin prom up, marked with its call; cell count; measured here: cytotoxicity, nuclei count;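 total cells summed across four imaged fields per well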
Lipid droplet cells 6.5 µM: further read-out of Lipid droplet, marked with its call; cell count; measured here: cell count, cytotoxicity flag;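 cells counted across two imaged fields per well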
bCat nuc transl cell count 5 µM: also measured in bCat nuc transl; calls as there; cell count; measured here: cell count, cytotoxicity flag
MT stabilize HCS Hoechst-high %: second read-out of MT stabilize HCS, no call of its own (marks repeat the call); % Hoechst-high responders; measured here: nuclear condensation Hoechst responders;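 share of cells brighter than vehicle mean plus two SD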
MT stabilize HCS cytotoxicity %: second read-out of MT stabilize HCS, no call of its own (marks repeat the call); toxicity, %; measured here: cytotoxicity by cell density;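 0% = mean cell density of plate MIN control wells and 100% = no cells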
Autophagy mod cell loss 18 h: also measured in Autophagy mod; calls as there; toxicity, %; measured here: cell loss, nuclei count;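 cell loss after 18 h compound exposure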
Active calls of the source: *; i = inactive; . = not tested or not shown. Only part of the results is shown; the hit share may differ from the screen's.

SMILES	bCat nuc transl	bCat nuc transl cell count 5 µM	Insulin prom up	Insulin prom up cell count	WT yeast gro inh	WT yeast gro inh mutant strain	Lipid droplet	Lipid droplet cells 6.5 µM	Dynein cargo inh	Dynein cargo inh cytoplasmic EGFP	Dynein cargo inh nuclear GR-EGFP	Dynein cargo inh cell count	NOD2 inhibition	Autophagy mod	Autophagy mod cell loss 18 h	Yfh1-off respiration	MT stabilize HCS	MT stabilize HCS Hoechst-high %	MT stabilize HCS cytotoxicity %
OC(c1ccc(Cl)cc1)C(O)c1nc2ccccc2[nH]1 (stereo not drawn)	0.4	1026	-0.34	1031	-2	-4	8	777	-0.94	-0.12	-0.038	0.25	4%	i	36	i	2.5	1.1	6.5
Cn1cc(S(=O)(=O)N2CCC(C(N)=O)CC2)c(=O)n(C)c1=O	0.3	1046	0.32	1397	-6	0	2	697	-0.61	0.2	0.018	0.24	8%	i	5	i	2.4	2.5	11
COc1ccc(N/C=C/C(=O)c2sc(-c3ccccc3)nc2C)cc1	.	.	.	.	23	8	.	.	-0.6	-0.18	-0.86	-0.26	-22%	i	1	i	52*	19*	32*
CCOC(=O)c1cnc2ccccc2c1NCCc1ccc(OC)c(OC)c1	1.7	1378	-2.2	599	24	20	.	.	-0.077	-0.18	-0.16	-0.0098	14%	i	12	i	2.3	1.4	6.4
COc1ccc(NC(=O)CSc2nnc(C)n2Cc2ccccc2)cc1	-0.3	1338	0.19	1414	-3	-4	.	.	-0.71	-0.23	-1	1.4	5%	i	-6	i	2.6	1.1	4.0
NC(=O)c1cccnc1Nc1cccc([N+](=O)[O-])c1	-0.7	1013	-0.11	1395	-16	4	1	729	-0.86	-0.31	-0.39	0.46	-52%	i	-3	i	2.3	1.6	0.4
S=c1[nH]nc(-c2ccc3ncccc3c2)n1-c1ccc2c(c1)OCCO2	-0.1	1105	-0.4	1293	3	1	0	694	-0.14	-0.31	-0.18	-0.26	-21%	i	4	i	3.2	2.5	6.3
CC(NC(=S)NCCN1CCOCC1)C12CC3CC(CC(C3)C1)C2 (stereo not drawn)	0.3	1591	0.23	1435	-1	29	7	686	-0.2	-0.37	-0.081	0.2	16%	i	4	i	3.7	2.8	9.5
Cc1ccc(-c2csc(NC(=O)CSc3nc4ccccc4o3)n2)cc1	.	.	-0.39	1375	22	16	-1	747	0.51	-0.27	0.36	-0.046	10%	i	11	i	7.7	2.6	0.3
C/C(N)=C(\C#N)C(=O)NCCc1ccccn1	-0.5	1085	0.12	1277	-3	6	18	757	-0.0011	-0.23	0.21	-0.21	-2%	i	5	i	2.9	2.1	4.1
CN(C)CCCNc1cc(C(C)(C)C)nc2c(-c3ccc(Cl)cc3)cnn12	2.3	1227	-0.29	918	.	.	4	712	5.3	0.57	2.3	-2.4	-19%	.	.	i	.	.	.
CC1CCC2C(=O)N(c3ccccc3OC(=O)c3ccccc3F)C(=O)C2C1 (stereo not drawn)	-0.2	1406	-0.2	1495	17	10	-2	724	0.23	-0.2	-0.23	0.76	7%	i	4	i	6.3	0.9	2.5
O=c1nc(N2CCOCC2)ccn1Cc1ccc(Br)cc1	-1.2	1088	0.89	1093	17	3	14	733	-0.19	-0.28	-0.3	0.66	7%	i	-5	i	4.2	2.4	5.9
COc1ccc(C(c2sc3nc(C)nn3c2O)N2CCC(O)CC2)cc1OC (stereo not drawn)	-0.9	1025	1	1901	4	6	14	713	-0.51	-0.13	-0.15	-0.25	-15%	i	-8	i	1.4	1.6	7.9
O=C(CN(CC1CCCO1)C(=O)CCC(=O)Nc1ccccn1)NCC1CCCO1 (stereo not drawn)	-2.1	1098	0.22	1149	0	11	0	753	-0.82	0.11	-0.29	-0.29	5%	i	0	i	1.8	1.8	7.2
COc1cccc(CNS(=O)(=O)c2ccc(S(=O)(=O)N3CCCC3)cc2)c1	0.7	1470	-1.1	1619	2	3	4	706	-0.22	-0.32	-0.3	1	4%	i	3	i	1.5	1.7	7.0
Cc1ccc(NCc2ccccc2F)cc1	-5.3	578	0.01	1218	2	-5	23	727	-0.33	-0.3	-0.53	0.38	-7%	i	5	i	5.0	2.6	3.0
O=C(Nc1ccccc1)c1ccc(Br)c(S(=O)(=O)Nc2cccnc2)c1	2.7	446	0	1271	-3	2	-7	587	-0.26	-0.25	-0.13	0.55	5%	i	-1	i	1.7	3.4	17
O=C(Oc1ccc2cccc(OC(=O)N3CCOCC3)c2c1)N1CCOCC1	0.6	970	0.21	910	12	21	8	822	-0.65	-0.14	-0.023	0.23	6%	i	4	i	2.5	1.5	8.9
COC(=O)c1sccc1NC(=O)/C=C/C(=O)O	0.2	1136	.	.	-4	1	14	704	2.2	0.13	1.2	-1.4	2%	i	12	i	5.0	1.4	10
O=C(NNC(=S)NC(=O)C12CC3CC(CC(C3)C1)C2)c1ccncc1	0.4	1025	-0.27	1747	80*	57*	-11	649	-0.42	-0.33	-0.31	0.66	9%	i	3	i	3.1	1.2	6.2
COc1ccc(CCC(=O)NCc2cnn(C)c2)cc1	.	.	-0.72	1200	-1	5	6	726	-0.5	0.12	-0.36	1	22%	i	-8	i	4.6	2.1	3.2
Cc1cccc(N2CCN(c3ccc(N4C(=O)CCCC4=O)cc3[N+](=O)[O-])CC2C)c1 (stereo not drawn)	-1.7	509	-0.05	1202	12	6	-7	654	-0.45	-0.29	-0.69	1	22%	i	-3	i	2.0	3.4	5.6
Cc1occc1C(=O)N/N=C/C=C/c1ccccc1[N+](=O)[O-]	1.3	1041	-0.04	1200	5	8	0	739	-0.34	-0.27	0.019	-0.05	17%	i	-21	i	2.7	2.0	3.2

Gathered by group, the entries above with an aryl thioether with sulfur outside any ring.
SMILES	bCat nuc transl	bCat nuc transl cell count 5 µM	Insulin prom up	Insulin prom up cell count	WT yeast gro inh	WT yeast gro inh mutant strain	Lipid droplet	Lipid droplet cells 6.5 µM	Dynein cargo inh	Dynein cargo inh cytoplasmic EGFP	Dynein cargo inh nuclear GR-EGFP	Dynein cargo inh cell count	NOD2 inhibition	Autophagy mod	Autophagy mod cell loss 18 h	Yfh1-off respiration	MT stabilize HCS	MT stabilize HCS Hoechst-high %	MT stabilize HCS cytotoxicity %
COc1ccc(NC(=O)CSc2nnc(C)n2Cc2ccccc2)cc1	-0.3	1338	0.19	1414	-3	-4	.	.	-0.71	-0.23	-1	1.4	5%	i	-6	i	2.6	1.1	4.0
Cc1ccc(-c2csc(NC(=O)CSc3nc4ccccc4o3)n2)cc1	.	.	-0.39	1375	22	16	-1	747	0.51	-0.27	0.36	-0.046	10%	i	11	i	7.7	2.6	0.3

Next entries
SMILES	bCat nuc transl	bCat nuc transl cell count 5 µM	Insulin prom up	Insulin prom up cell count	WT yeast gro inh	WT yeast gro inh mutant strain	Lipid droplet	Lipid droplet cells 6.5 µM	Dynein cargo inh	Dynein cargo inh cytoplasmic EGFP	Dynein cargo inh nuclear GR-EGFP	Dynein cargo inh cell count	NOD2 inhibition	Autophagy mod	Autophagy mod cell loss 18 h	Yfh1-off respiration	MT stabilize HCS	MT stabilize HCS Hoechst-high %	MT stabilize HCS cytotoxicity %
O=C(Nc1ccc(Cl)c(Cl)c1)N1CCSCC1	0.9	516	.	.	-9	1	-6	706	-0.59	-0.12	-0.26	0.66	-6%	i	5	i	4.1	2.7	7.5
CC(=O)Nc1ccc(NC2=Nc3ccccc3N3C2=Nc2c(c(C)nn2-c2ccccc2)C3c2ccccc2)cc1 (stereo not drawn)	0.4	1246	-0.56	1299	-1	7	.	.	-0.49	0.85	-0.74	0.48	40%	i	44	i	4.3	1.4	4.8
Cc1ccc(C(C2=C(O)CC(C)(C)CC2=O)C2C(=O)CC(C)(C)CC2=O)o1 (stereo not drawn)	5.2	1382	0.41	1478	13	32	.	.	-0.45	-0.19	0.39	-0.061	18%	i	-3	i	1.9	1.7	9.7
Cc1c(Cc2ccccc2)c(=O)oc2c(C)c(OCC(=O)Nc3ccc(C#N)cc3)ccc12	-2.0	1075	-0.17	1480	15	0	2	646	1	-0.2	0.84	-0.35	15%	i	29	i	8.9	2.1	1.6
Cc1cc(C)c2nc(SCCc3ccccc3)nc(C)c2c1	.	.	-0.74	826	6	4	5	791	0.32	0.11	0.21	-1.4	18%	i	-1	i	1.2	1.5	6.5
CC(C)(C)NC(=O)COC(=O)c1ccccc1Nc1ccc(SC(F)F)cc1	-0.3	849	0.58	2391	25	-9	-32	488	-0.51	-0.28	-0.28	0.26	-70%	i	2	i	5.1	1.6	4.6
COc1ccc(S(=O)(=O)N2CCC(O)(c3ccc(Cl)cc3)CC2)cc1OC	-4.7	1163	-0.12	1494	.	.	10	782	-0.89	-0.17	-0.38	0.25	29%	.	.	i	.	.	.
Cc1nn(CC(=O)NCCc2ccccc2)c(C)c1[N+](=O)[O-]	-3.0	1142	-0.49	1388	-4	-19	15	536	-0.44	-0.22	-0.56	0.42	-12%	i	14	i	2.0	1.5	5.9
CN(Cc1ccccc1)C(=O)CCSc1nc(-c2ccc3c(c2)OCO3)cc(C(F)(F)F)n1	-0.7	1151	.	.	-2	11	-42	728	0.39	-0.27	0.099	0.083	6%	i	7	i	3.1	2.5	5.7
Cc1nc(C)c(CCNC(=O)c2ccccc2Br)s1	0.4	1086	0.24	1596	-13	7	3	528	0.52	-0.28	0.37	-0.25	0%	i	-6	i	4.8	3.1	9.7
Cc1cccc(N2CCN(C(=O)c3ccc(NS(=O)(=O)c4c(C)noc4C)cc3)CC2)c1C	-1.6	1118	0.07	1721	16	8	7	684	0.24	-0.23	0.042	-0.046	15%	i	-3	i	5.7	2.7	3.8
